# High-throughput results deposited in PubChem BioAssay by several laboratories.
# Dengue-2 NS5 capping = Dengue-2 NS5 methyltransferase inhibitors, primary screen, biochemical, confirmation dose response (AID 588689); actives 0.3% (n = 340,000); inhibition, % at 25 µM; hits with a dose series show IC50 in µM; Dengue-2 NS5 methyltransferase capping enzyme assay, biochemical; higher % means a stronger effect; in the data active means a potency from the dose series; inconclusive means inhibition above about 29% without an active follow-up result
# Salmonella PhoP GFP = inhibitors of PhoP regulon expression, primary screen, Salmonella Typhimurium, GFP reporter (AID 1863); inhibition, % at 50 µM, or IC50 in µM where a hit was titrated; actives 0.16% (n = 300,000); S. Typhimurium PhoP-regulated promoter GFP reporter, 4 h; higher % means a stronger effect;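 active means inhibition over 29.93%, a cutoff 3 SD above the screen mean, later confirmed by dose response; inconclusive means inhibition over 29.93% but no dose response follow-up; inactive means inhibition at most 29.93% or unconfirmed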;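 further: 0% = low Mg2+ inducing control and 100% = high Mg2+ repressing control; strong numbers were not always called active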
# GPR55 antagonists = GPR55 antagonists blocking LPI-driven arrestin recruitment, primary screen, imaging, U2OS, beta-arrestin-GFP, LPI agonist (AID 2013); U2OS GPR55 beta-arrestin-GFP translocation imaging, LPI antagonism; higher % means a stronger effect; one-dose inhibition, % at 10 µM; IC50 in µM for titrated hits; actives 0.13% (n = 290,000);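 active means spots per cell inhibited over 60%, with over 100 cells counted and total cytoplasm intensity under 500,000; inconclusive means wells with under 100 cells, flagged as likely toxic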;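 further: U2OS cells stably carrying GPR55 and arrestin-GFP stimulated by 5 µM LPI near EC80; imaged beta-arrestin-GFP aggregate spots per cell after agonist stimulation; plate controls were LPI-stimulated DMSO wells for no effect and DMSO wells without LPI for full effect; some results filed as inactive read as strong as hits; confirmed hits need IC50 under 10 µM and bright autofluorescent wells are also inconclusive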
# Large T inhibition = TAg ATPase/helicase activity blockers – biochemical (AID 1903); SV40 large T antigen ATPase/helicase inhibition assay; higher % means a stronger effect; inhibition, % at 20 µM; hits with a dose series show IC50 in µM; actives 0.39% (n = 310,000); in the data active means a potency from the dose series; inconclusive means inhibition mostly from about 32% at the one dose, without a potency; inactive means the rest, 99 in 100 with inhibition below about 32%; further: strong numbers were not always called active
# RSV antiviral HEp-2 = RSV antiviral activity via CPE protection, HEp-2 cells, primary 10 µM value included (AID 2391) | HEp-2 cells, RSV-induced CPE inhibition; higher % means a stronger effect | actives 0.13% (n = 310,000) | CPE inhibition, % at 10 µM; hits with a dose series show IC50 in µM; in the data active means a potency from the dose series; inconclusive means CPE inhibition mostly from about 23% at the one dose, without a potency; inactive means the rest, 99 in 100 with CPE inhibition below about 21%; further: strong numbers were not always called active
# HIV peptide binding = cell-free HIV fusion peptide-binding blockers – biochemical, uHTS, fluorescence dequenching, primary screen (AID 1986). inhibition, % at 20 µM, or IC50 in µM where a hit was titrated. cell-free peptide binding, fluorescence dequenching, 30 min; higher % means a stronger effect. actives 0.3% (n = 290,000); in the data active means inhibition mostly above about 52%, no sharp cut-off; inactive means mostly below about 76%; further: some results filed as inactive read as strong as hits
# MgcRacGAP inhibition = MgcRacGAP GTPase-activating activity inhibitors, confirmation, biochemical, ADP Hunter fluorescence. MgcRacGAP-stimulated Rac1 GTP hydrolysis, ADP Hunter fluorescence; higher % means a stronger effect; GST-tagged Rac1 F28L mutant substrate. inhibition, % at 30 µM; hits with a dose series show IC50 in µM. actives 0.6% (n = 340,000). AID 624330;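 active means first-screen hits whose inhibition reached a set limit at any dose in the follow-up dose series; inconclusive means inhibition above the set first-screen limit but never retested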;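 further: fluorescence reports GDP produced by GAP-driven GTP hydrolysis; strong numbers were not always called active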
# UTI89 phage lysis = inhibition of K1F phage lysis, E. coli UTI89, bacterial capsule biogenesis inhibitors, alamar blue (AID 488966); E. coli UTI89 K1F phage lysis, alamar blue, 2 h; higher % means a stronger effect; inhibition, % at 100 µM, or IC50 in µM where a hit was titrated; actives 0.02% (n = 340,000);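 active means phage lysis inhibition, versus mean bacterial control, above a set limit; inconclusive means no clear call, values can overlap the other calls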;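 further: capsule biogenesis inhibitors block K1F phage lysis so surviving cells raise fluorescence; higher fluorescence means more inhibition of phage lysis; actives were called in the ten point dose series up to 300 µM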
# GPR35 antagonists = GPR35 antagonists blocking zaprinast-driven arrestin recruitment, primary screen, imaging, U2OS, beta-arrestin-GFP, zaprinast agonist (AID 2058); U2OS GPR35 beta-arrestin-GFP translocation imaging, zaprinast antagonism; higher % means a stronger effect; inhibition, % at 10 µM, or IC50 in µM where a hit was titrated; actives 0.052% (n = 290,000);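 active means inhibition of at least 50% with at least 30 cells and total cytoplasm GFP at most 10,000,000; inconclusive means under 30 cells or total GFP of 10,000,000 plus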
# Dengue-2 NS5 capping pilot replicate = also measured in Dengue-2 NS5 capping; calls as there; inhibition, %; measured here: pilot screen replicate inhibition
# Numbers without * were called inactive; ? = inconclusive; . = no result given; [ ] = dose if it differs, or a comment.
SMILES,Dengue-2 NS5 capping,Salmonella PhoP GFP,GPR55 antagonists,Large T inhibition,RSV antiviral HEp-2,HIV peptide binding,MgcRacGAP inhibition,UTI89 phage lysis,GPR35 antagonists,others
Cn1nc2c(c1C(=O)N1CCCC(C(=O)c3cc(F)ccc3F)C1)CCCC2 (configuration not stated),-7%,4%,5%,5%,1.0%,-1.0%,1%,0.8%,15%,
Cc1ccnc2nc(C(=O)N3CCN(c4ccc(F)cc4)CC3)nn12,.,-4%,4%,9%,0.6%,-2.0%,11%,0.2%,-6%,
CCCN(C(=O)COC(=O)CCOc1ccccc1)c1c(N)n(Cc2ccccc2)c(=O)[nH]c1=O,1%,-5%,.,1%,-0.2%,.,13%,-0.6%,.,
CCCCNC(=S)NC(=O)c1ccccc1Br,-3%,16%,13%,-13%,-0.1%,-1.7%,8%,3.2%,-9%,
Cc1ccc(C(=O)NCc2ccccn2)c(Cl)c1,-1%,-2%,10%,9%,1.2%,-1.3%,10%,0.3%,7%,
CCN(CC(=O)Nc1c(F)cccc1F)C(=O)CSCC(=O)Nc1cccc(C)c1,1%,-10%,.,10%,1.8%,.,2%,1.3%[50 µM],.,
CN(C)S(=O)(=O)c1ccc(N2CCCC2)c(C(=O)NNC(=O)COc2ccccc2F)c1,-2%,-8%,.,12%,-1.9%,.,11%,1.6%[50 µM],.,
O=C(COC(=O)CNC(=O)c1ccccc1Cl)Nc1cc(C(F)(F)F)ccc1Cl,-6%,.,.,.,0.6%,.,7%,-0.9%,.,
CNC(=O)c1c(Cl)cnn1-c1ccccc1,.,0%,-7%,6%,3.4%,-0.3%,.,.,-4%,
CCOc1cc(Br)c(C(=O)O)cc1OC,-6%,-10%,3%,5%,1.8%,-2.0%,-1%,1.0%,1%,
COC(=O)CSC1=C(C#N)C(c2sccc2C)CC(=O)N1 (configuration not stated),-8%,-5%,10%,4%,10%,2.0%,6%,4.2%[50 µM],0%,
Cc1ccc(/C(N)=N/OC(=O)COc2ccccc2Cl)cc1,-5%,7%,0%,-5%,3.7%,-2.4%,6%,0.1%,-3%,
Cc1ccccc1NC(=S)C1=C(O)c2sccc2N(C)S1(=O)=O,-8%,-3%,-4%,29%,4.6%,14%,16%,-0.8%,-3%,
Cc1nn(CC(=O)O)c(C)c1NC(=O)c1cccs1,-15%,-14%,4%,9%,1.4%,0.0%,-15%,0.0%,-4%,
O=C(NCCCN1CCC(Cc2ccccc2)CC1)C1CC(=O)N(C2CCCC2)C1 (configuration not stated),-2%,0%,12%,1%,0.9%,1.3%,8%,0.2%,-11%,
CCn1c(SCC(=O)NC(C)C(C)C)nc2cc(S(=O)(=O)N3CCOCC3)ccc21 (configuration not stated),-10%,7%,11%,13%,2.5%,0.7%,6%,0.0%,-3%,
O=C1c2cccc3c(Cl)ccc(c23)C(=O)N1O,5%,4%,8%,20%,4.3%,-2.0%,6%,0.1%,12%,
CN(C(=O)c1nc(-c2ccccc2)n(-c2ccccc2)n1)C1CCS(=O)(=O)C1 (configuration not stated),-3%,-6%,11%,4%,0.6%,-1.3%,0%,0.1%,6%,
CC1(C)Cc2ccccc2-c2nc(NCCO)n(-c3ccccc3)c(=O)c21,-2%,-8%,4%,-2%,-0.1%,-1.4%,7%,0.5%,6%,
O=C1c2ccccc2-c2onc3ccc(NCc4ccco4)c1c23,?,29%,32%,?,-1.2%,-1.8%,?,-0.8%,16%,
COc1ccccc1OCc1nc(-c2cccc([N+](=O)[O-])c2)no1,-14%,-7%,-4%,11%,2.0%,-2.8%,4%,3.6%,10%,
CC(=O)Nc1c(NCC(C)C)c2ccccc2oc1=O,-3%,-1%,-4%,8%,1.2%,-0.1%,7%,0.2%,3%,
O=C(CCl)Nc1ccc(Oc2cnc3ccccc3n2)cc1,-3%,14%,55%,36%,3.0%,-3.1%,14%,0.5%,3%,Dengue-2 NS5 capping pilot replicate=2.9
O=C(CC(=O)c1ccccc1)Nc1cccnc1Cl,2%,8%,-3%,8%,1.3%,-2.1%,5%,-0.1%[50 µM],-2%,
COc1ccc(NS(=O)(=O)c2ccc(C)c(C(=O)N(C)Cc3ccc(OC)cc3OC)c2)cc1,-1%,6%,.,12%,-1.4%,.,4%,-0.1%[50 µM],.,
CN(C)S(=O)(=O)Nc1ccc2c(c1)Cc1ccccc1-2,-1%,5%,0%,6%,13%,1.9%,12%,0.3%,4%,
COc1ccc(-c2cc(=O)c(C(=O)c3ccc(C)cc3)n[nH]2)cc1,-1%,-4%,9%,11%,1.9%,-1.8%,4%,-1.1%,24%,
O=C(/C=C/c1cnc2ccccc2n1)NC12CC3CC(CC(C3)C1)C2,-3%,-11%,-15%,-3%,1.7%,-2.2%,3%,-0.1%,1%,
Cc1cc(C)n(C(=O)CCCn2cc([N+](=O)[O-])cn2)n1,-2%,-5%,-3%,5%,2.4%,-1.5%,9%,0.1%,12%,
COc1cc(C(C)=O)ccc1COc1ccc(C(=O)OCC(=O)NC2CCS(=O)(=O)C2)cc1OC (configuration not stated),-4%,-11%,-6%,-14%,1.8%,-0.7%,10%,1.7%,4%,
COc1cccc(/C=C/C(=O)Nc2ccc(C(=O)Nc3cccc(S(N)(=O)=O)c3)cc2)c1OC,-17%,-1%,5%,7%,5.1%,-3.1%,-1%,-0.4%,-7%,
C=CCOc1ccc(C2C(C#N)=C(N)N(Nc3ccccc3)C3=C2C(=O)CC(C)(C)C3)cc1OC (configuration not stated),2%,4%,26%,22%,-2.8%,-1.6%,16%,0.0%,0%,
O=C(Cn1c(=O)oc2ccccc21)Nc1ccc2c(c1)OCCO2,-2%,0%,1%,13%,3.2%,-0.4%,8%,0.6%,-5%,
CCc1ccc(N(CC(=O)NC(C)(C)C)C(=O)CCC(=O)Nc2ccccn2)cc1,-1%,-5%,-9%,18%,1.7%,-1.2%,6%,-0.2%,-2%,
COc1cccc(NC(=O)CN(C)C(=O)c2cc(S(=O)(=O)N3CCCCCC3)ccc2OC)c1,0%,.,.,.,0.1%,.,7%,0.4%[50 µM],.,
COc1cc(CN(C)CC2CCCN(CCc3ccc(F)cc3)C2)c(Cl)cc1O (configuration not stated),-8%,5%,9%,7%,-1.6%,-0.8%,7%,-0.1%,-9%,
Cc1cccc(CC2CC(=O)N(c3ccccc3)C2=O)c1 (configuration not stated),-3%,3%,4%,2%,0.5%,-2.7%,3%,1.6%,3%,
Cc1ccc(/C=C2/Sc3ccc(C(=O)N4CCN(c5ccccn5)CC4)cc3NC2=O)cc1,?,-20%,-2%,8%,6.5%,38%,5%,0.3%,-4%,
Nc1[nH]n(-c2ccccc2)c(=O)c1N=Nc1ccccc1,-1%,-11%,0%,9%,-0.1%,-4.1%,15%,0.4%[50 µM],-2%,
CCCCc1nnc(NC(=O)CSc2nc(O)c(Cc3ccccc3)c(=O)[nH]2)s1,-2%,4%,-5%,8%,-0.8%,2.5%,2%,-2.6%,-3%,
Cc1ccc(O)c(-c2cc(C(=O)Nc3c(C)n(C)n(-c4ccccc4)c3=O)[nH]n2)c1,-5%,4%,9%,17%,1.1%,-3.9%,7%,-0.7%,5%,
CN(c1cnn(-c2ccccc2)c(=O)c1Cl)n1cccc1,-5%,-6%,1%,1%,.,-2.4%,8%,-0.3%,9%,
Cc1ccc(NCc2nnc(SCC(=O)NCc3ccco3)n2CC2CCCO2)c(C)c1 (configuration not stated),0%,0%,7%,8%,0.2%,1.3%,7%,-0.5%,-1%,
Cc1ccc(NC(=O)CN2c3cccc4cccc(c34)S2(=O)=O)cc1S(=O)(=O)N1CCOCC1,-1%,7%,14%,4%,19%,1.2%,3%,4.4%,4%,
Nn1c(Cc2ccccc2F)nnc1SCC(=O)Nc1cccc(S(=O)(=O)NC2=NCCCCC2)c1,-1%,-15%,7%,-2%,1.5%,1.0%,0%,0.0%,-22%,
CCOC(=O)c1cnc(SCc2ccc(C)cc2)nc1N,0%,-3%,1%,-5%,2.6%,-0.7%,4%,0.9%,-2%,
CN(C)C(=O)c1c2c(nc3ccccc13)CCCC2,0%,-2%,-3%,27%,-2.2%,0.8%,7%,0.5%,-4%,
O=C(c1ccccc1NS(=O)(=O)c1ccc(Br)s1)N1CCCC1,-4%,2%,5%,1%,-0.3%,-1.5%,4%,1.6%,-4%,
Cc1ccc(Cn2nnnc2CN2CCC(O)(c3ccccc3F)CC2)cc1,-1%,6%,13%,-2%,0.2%,1.6%,1%,4.1%,-8%,
O=C(CNc1ccc(F)cc1)c1ccccc1,-3%,-6%,1%,8%,2.5%,-2.1%,11%,0.0%,-3%,
CC(=O)N1CCC(=O)Nc2ccc([N+](=O)[O-])cc21,-9%,-10%,2%,9%,0.3%,-0.3%,6%,0.0%,16%,
Cc1ccc(N/N=C(\C#N)C(=N)N2CCCCC2)cc1,2%,-6%,3%,12%,1.7%,-3.9%,12%,-0.5%,-9%,
CC(C)(C)c1ccc(C(=O)N2CCCC2)s1,-2%,-6%,-5%,3%,3.8%,0.2%,10%,1.4%,-11%,
CSCCC(NS(=O)(=O)c1ccc2c(c1)oc(=O)n2C)C(=O)NCc1ccc(C)cc1 (configuration not stated),-5%,-11%,2%,7%,0.3%,-0.9%,9%,-0.5%[50 µM],-7%,
CCCCN1C2CCCC1CC(NC(=O)C1CCCCC1)C2 (configuration not stated),-1%,7%,5%,14%,-0.5%,3.9%,8%,0.6%,6%,
Cc1ccc(S(=O)(=O)N2CC(C)N(C(=O)N3CCOCC3)C2C)cc1 (configuration not stated),4%,4%,7%,-4%,1.0%,0.4%,11%,-0.2%,1%,
Cc1cc(C)cc(OCC(=O)Nc2ccc3c(c2)OCO3)c1,.,-1%,1%,12%,11%,-2.2%,6%,0.1%,16%,
O=C(CCc1ccccc1)Nc1ccc2c(c1)C(=O)OC2,-5%,-3%,-6%,9%,1.3%,-1.2%,6%,1.6%,-18%,
